# Assay outcomes from PubChem.
# HER2 expr 66K = lowers expression of human Her2 kinase | AID 645 | 0.69% of 65,000 active | P04626 | SKBR-3 HER2 protein level, AlphaScreen, 18-24 h; hits give low values | HER2 level % of control, % at 10 µM;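 active = HER2 level under 5% of the carrier-only control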;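 also: 100% = DMSO carrier and 0% = 500 nM PU-H71 HSP90 inhibitor; lower value means stronger loss of Her2 protein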
# FXIIa mix inh = inhibitors of human coagulation factor XIIa, pooled mixtures; P00748; purified FXIIa, fluorogenic substrate; inhibition, % at 5 µM; 0.2% of 62,000 active; AID 684; in the data active = inhibition above about 20%, passing the limit was not always enough;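 also: 0% = enzyme without compound and 100% = no enzyme blank; some results filed as inactive read as strong as hits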
# TNAP act mid DEA = activates human TNAP at intermediate phosphate acceptor concentration | purified TNAP, CDP-star luminescence, 100 mM DEA, 30 min; hits give high values; scale: 0 levamisole-inhibited, 1 vehicle-only enzyme | AID 813 | 64,000 tested, under 10 active | P05186 | activation factor at 20 µM;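 active = activation factor of at least 2 at 20 µM, relative to controls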
# Target sequence (P05186 whole entry, looked up): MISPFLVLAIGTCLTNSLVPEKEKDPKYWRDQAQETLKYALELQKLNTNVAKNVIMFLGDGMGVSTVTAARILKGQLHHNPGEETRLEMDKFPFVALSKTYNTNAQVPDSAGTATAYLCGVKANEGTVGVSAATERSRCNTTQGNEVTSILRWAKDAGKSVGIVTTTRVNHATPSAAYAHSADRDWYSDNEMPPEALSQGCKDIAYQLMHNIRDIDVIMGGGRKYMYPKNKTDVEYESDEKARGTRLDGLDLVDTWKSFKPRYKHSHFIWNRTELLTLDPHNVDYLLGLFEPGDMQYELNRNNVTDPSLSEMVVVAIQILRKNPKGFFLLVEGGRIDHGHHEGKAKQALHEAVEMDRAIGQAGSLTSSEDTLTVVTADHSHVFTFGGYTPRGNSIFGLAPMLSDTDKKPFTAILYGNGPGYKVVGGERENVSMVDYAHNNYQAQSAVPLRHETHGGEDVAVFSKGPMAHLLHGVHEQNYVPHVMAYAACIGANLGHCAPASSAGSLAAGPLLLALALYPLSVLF
# Hsp90 block = displaces geldanamycin probe from tumor Hsp90 | P07900 | inhibition, % at 30 µM | 0.35% of 64,000 active | NCI-N417 lysate Hsp90, Cy3B-geldanamycin FP displacement;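 active = inhibition above 50%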;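 also: 0% = tracer plus lysate wells and 100% = tracer alone without lysate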
# Cdc25B block = inhibitors of human Cdc25B phosphatase | P30305 | recombinant Cdc25B, OMFP fluorescence Ex485/Em525 | inhibition, %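 (compounds tested at 10 µM final in the well)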 | 0.1% of 65,000 active | AID 368; in the data active = inhibition above about 50%
# RORa activator = RORA (human) activation. CHO-K1 Gal4-RORA LBD luciferase reporter, luminescence; percent increase over mock-subtracted basal signal. activation, % at 10 µM. 1.5% of 65,000 active. AID 560;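 active = activation above the mean of all tested compounds plus 3 SD, cut at about 49% in these data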;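 also: 0% = DMSO-treated RORA cells and 100% = added signal equal to DMSO minus mock-transfected cells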
# SF1 activator = activators of human nuclear receptor SF-1 | AID 522 | 1.9% of 65,000 active | activation, % at 10 µM | CHO-K1 Gal4-SF-1 LBD luciferase reporter; % increase over DMSO SF-1-specific signal;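 active = activation above the mean activation of all tested compounds plus 3 SD, cut at about 50% in these data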
#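 Material: CHO-K1 cells with Gal4–hSF-1 LBD chimera plus Gal4-driven luciferase / Input: 4,000 CHO-K1 cells per well / Incubation: compound exposure 20 h at 37 °C / Signal: luminescence read 15 min after SteadyLite luciferase reagent, after room-temperature equilibration / Read-out: percent activation versus DMSO / Benchmarks: DMSO negative control and −SF1 background wells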
# D1 allo mod = D1 dopamine receptor (human) allosteric modulation | P21728 | HEK293 D1, CRE-luciferase, dopamine EC30 potentiation; actives deviate in either direction | B-score at 10 µM | 5.9% of 58,000 active;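 active = luminescence count or its row- and column-corrected plate score outside the 99.7% band of the plate's sample wells, on either side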
# Target sequence (P21728 whole entry, looked up): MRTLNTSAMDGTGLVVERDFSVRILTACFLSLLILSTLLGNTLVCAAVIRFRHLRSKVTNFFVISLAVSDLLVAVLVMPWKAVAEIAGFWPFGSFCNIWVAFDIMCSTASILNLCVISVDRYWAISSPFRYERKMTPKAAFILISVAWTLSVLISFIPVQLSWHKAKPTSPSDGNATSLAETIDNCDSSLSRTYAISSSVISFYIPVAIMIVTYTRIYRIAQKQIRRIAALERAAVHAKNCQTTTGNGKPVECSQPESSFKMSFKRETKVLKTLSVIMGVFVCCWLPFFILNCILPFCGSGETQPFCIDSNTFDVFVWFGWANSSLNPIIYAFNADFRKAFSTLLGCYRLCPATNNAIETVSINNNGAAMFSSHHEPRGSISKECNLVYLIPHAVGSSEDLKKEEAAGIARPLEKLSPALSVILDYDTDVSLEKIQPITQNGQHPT
# DUSP1 inh = inhibitors of human MKP-1 phosphatase; P28562; recombinant MKP-1, OMFP hydrolysis fluorescence; inhibition, %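 (compounds tested at a single concentration somewhere between 10 and 100 µM)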; 0.15% of 65,000 active; AID 374;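 active = inhibition above about 50%, limit read from the data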;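 also: 0% = DMSO max control wells and 100% = wells with enzyme stopped by NaOH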
# * hit, by the source's call; x = no result given.
# Values in the order: HER2 expr 66K	FXIIa mix inh	TNAP act mid DEA	Hsp90 block	Cdc25B block	RORa activator	SF1 activator	D1 allo mod	DUSP1 inh
CSc1nc2ccccc2n1CC(=O)Nc1c(C)n(C)n(-c2ccccc2)c1=O
→ 87	1	1	-2	3	-17	-9	-0.46	9
Cc1onc(-c2ccccc2)c1C(=O)Nc1nc(-c2ccc(F)c(F)c2)cs1
→ 60	1	0.9	-2	3	-2	-1	-1.6	11
O=C(NCCCN1CCN(c2cccc(Cl)c2)CC1)C1CCC(=O)N1Cc1ccccc1Cl (configuration not stated)
→ 66	6	1	-3	-17	-36	12	-1.4	27
COc1ccccc1-n1c(SCC(=O)N2CCOCC2)nc(O)c(Cc2ccccc2)c1=O
→ 112	0	0.9	-3	8	-7	-4	0.01	4
O=C(CC1Nc2ccccc2NC1=O)NCc1cccnc1 (configuration not stated)
→ 95	15	0.9	4	9	7	11	-0.43	2
COc1cc2[nH]c(=S)nc(NCC3CCCO3)c2cc1OC (configuration not stated)
→ 92	8	0.9	2	6	-8	0	0.027	8
CSc1nnc(-c2ccccc2Cl)n1N
→ 82	17	1	0	-27	-11	12	0.36	26
CCS(=O)(=O)N1CCCC(C(=O)NCCN2CCC(Cc3ccccc3)CC2)C1 (configuration not stated)
→ 109	-34	0.9	0	3	-12	0	-0.42	4
Nc1nnc(SCC(=O)NCc2ccc3c(c2)OCO3)s1
→ 98	-4	0.8	2	-3	10	7	0.094	22
CCOC(=O)CSc1nnc(-c2ccco2)n1-c1ccc(C)cc1
→ 107	9	0.9	0	-13	-6	-6	4.3*	-3
O=C(CSC1=NCCS1)N1CCc2ccccc21
→ 99	7	0.9	-4	-6	38	47	x	3
C(=C\CSc1ncn[nH]1)/CSc1ncn[nH]1
→ 96	3	1.3	-1	5	7	-4	-2.2	6
COc1cccc(C2=NOC(C(=O)N3CCN(C(=O)c4ccco4)CC3)C2)c1 (configuration not stated)
→ 108	4	0.9	-2	-11	-14	-13	-0.062	-3
Cc1ccc(NC(=O)COC(=O)C2=COCCO2)cc1
→ 87	0	1.1	0	23	-14	-2	-0.0061	5
O=C(CN1CCOCC1)Nc1ccc(NC(=O)CN2CCOCC2)c(Cl)c1
→ 87	6	0.9	7	-4	-16	2	0.45	5
C(=N\n1cnnc1SCc1ccccc1)/c1ccco1
→ 103	5	1	-4	-9	20	-10	0.3	1
Cn1c(CN2CCOCC2)c(C#N)c2ccccc21
→ 104	13	1	-4	-11	21	-10	-0.12	-9
CN(c1ccc(C(=O)NCc2ccc3c(c2)OCO3)cc1)S(C)(=O)=O
→ 78	5	1	0	2	-2	0	0.33	10
O=C(CSc1oc(-c2ccccc2)nc1S(=O)(=O)c1ccc(F)cc1)NCC1CCCO1 (configuration not stated)
→ -21*	6	1	x	x	-20	-10	-0.3	x
COc1cc(NS(=O)(=O)c2ccc(C)cc2C)cc(OC)c1OC
→ 72	12	0.8	-2	-2	-50	-62	-2.6	1
Cc1ccc(S(=O)(=O)NCC(C)NS(=O)(=O)c2ccc(C)cc2)cc1 (configuration not stated)
→ 146	1	0.9	-3	-1	-3	-11	-0.017	-2
CS(=O)(=O)N1CCN(c2nc3ccccc3s2)CC1
→ 89	-16	1	-8	4	58*	28	-0.7	-6
Cc1ccccc1-n1nc2c(c1NC(=O)c1cc3ccccc3oc1=O)CS(=O)(=O)C2
→ 1.1*	-2	0.9	-1	-2	-6	-5	0.16	10
CCOc1ccccc1N1CCN(S(=O)(=O)c2ccc(F)c(F)c2)CC1
→ 118	2	1	2	1	-9	-10	-0.021	-14
COCCn1c(SCc2ccc(C(=O)OC)o2)nc2ccccc2c1=O
→ 97	5	0.9	-1	-7	-11	6	2.4	20
Cc1cccc2c1N(CC(=O)OC(C)C)C(=O)C2=O
→ 109	7	0.8	-4	-7	-24	-6	0.076	-4
N#CC1=C2C=CC=CN2CC1=O
→ 112	-19	1	x	-13	39	28	0.09	7
COC(=O)c1ccc(OCC2c3cc(OC)c(OC)cc3CCN2C(=O)C2CC2)cc1 (configuration not stated)
→ 127	-13	0.9	0	-6	0	-5	0.45	35
COc1ccc(N(C)C(=O)CCS(=O)(=O)c2cccc3nonc23)c(OC)c1
→ x	10	0.9	-4	-7	-22	0	0.91	4
CCCCN(CC)C(=O)CSc1cc(=O)n(C)c2ccccc12
→ 82	9	1	1	-11	-17	-6	1.6	10
O=C(c1nnc(Cc2ccc(Cl)cc2)o1)N1CCc2ccccc2C1
→ 109	-8	0.9	-4	-7	-10	7	0.12	-2
COc1ccc(O)c(-c2c(-c3ccc(Cl)cc3)n[nH]c2C)c1
→ 64	1	0.9	2	-2	2	16	-0.59	6
CN1CCc2c(n(CC(O)CN3C(=O)c4ccccc4S3(=O)=O)c3ccccc23)C1=O (configuration not stated)
→ 95	x	0.9	-5	-22	-12	-10	1.2	-5
CCOc1ccc2cc(C#N)c(SCC(=O)N3CCCC3)nc2c1
→ 106	0	0.9	-2	-1	-6	-15	2	-9
COc1ccc(Cl)cc1NC(=O)c1cnc2n(c1=O)CCS2
→ 79	-14	1	1	-5	8	4	x	5
Cc1ccccc1NS(=O)(=O)c1ccc2[nH]cc(C(=O)NCCCN3CCOCC3)c(=O)c2c1
→ 122	3	1	-6	5	-12	10	-1.1	32
O=C(NCc1ccncc1)Nc1ccc(F)cc1
→ 83	-7	0.9	-5	-6	5	12	-0.54	-7
CN(CC(=O)Nc1sccc1C#N)C1CCCCC1
→ 60	3	1	-17	8	37	14	-0.2	7
Cc1noc(C)c1COC(=O)c1cccc(S(=O)(=O)N2c3ccccc3CC2C)c1 (configuration not stated)
→ 78	11	0.9	-1	-17	28	-12	x	6
COCCNC(=O)c1c(N)n(/N=C/c2cccs2)c2nc3ccccc3nc12
→ 90	4	0.9	-3	4	4	8	0.0072	3

# Structures from the list above that contain a thiophene ring, fused or not, in the order listed:
# Values in the order: HER2 expr 66K	FXIIa mix inh	TNAP act mid DEA	Hsp90 block	Cdc25B block	RORa activator	SF1 activator	D1 allo mod	DUSP1 inh
CN(CC(=O)Nc1sccc1C#N)C1CCCCC1
→ 60	3	1	-17	8	37	14	-0.2	7
COCCNC(=O)c1c(N)n(/N=C/c2cccs2)c2nc3ccccc3nc12
→ 90	4	0.9	-3	4	4	8	0.0072	3

# The results go on.
# Values in the order: HER2 expr 66K	FXIIa mix inh	TNAP act mid DEA	Hsp90 block	Cdc25B block	RORa activator	SF1 activator	D1 allo mod	DUSP1 inh
O=C(NCCCO)c1nc2ccccc2s1
→ 98	4	1	-4	-11	-7	20	-0.081	5
COc1cccc(S(=O)(=O)NCc2ccc(C(=O)NCc3ccco3)cc2)c1
→ 59	12	0.8	-2	0	-2	-1	0.05	5
c1ccc(-c2noc(CN3CCN(c4ccccc4)CC3)n2)cc1
→ 106	0	1	-2	-6	-9	-1	0.1	-3
Cc1ccc(-c2nc(CS(=O)CC(=O)NCCN3CCOCC3)c(C)o2)cc1 (configuration not stated)
→ 106	-9	0.9	-4	-13	-15	3	1.3	13
O=C(Nc1cccnc1)c1ccccc1Oc1ccccc1
→ 66	15	0.7	-15	3	0	-5	6.3*	5
CC(C)CCNC(=O)C1CCN(c2nc3ccccc3o2)CC1
→ 63	-5	1	-1	71*	-11	0	-0.9	35
COc1ccc(CC(CC(=O)O)C(=O)Nc2ccccc2)cc1 (configuration not stated)
→ 111	-19	1	-4	-12	4	17	0.35	2
CCNc1nc(NC(C)(C)C)nc(N(C#N)CC)n1
→ 91	20	0.9	1	-7	-31	19	30*	4
COc1ccc(/C=N/n2cnnc2)cc1COc1ccccn1
→ 89	-16	1	-2	2	-14	-11	0.56	-2
O=C(OCc1nnc(-c2ccccc2)o1)c1ccc2c(c1)OCO2
→ 95	15	0.9	-1	2	-7	-5	0.2	-2
CCCCSc1nnc(-c2cc(Br)ccc2N)c(=O)[nH]1
→ 83	0	0.9	-8	-11	1	7	0.27	-2
OC(CN1CCN(c2ccccc2)CC1)c1c[nH]c2ccccc12 (configuration not stated)
→ 89	-16	1	-5	-1	-11	-4	-0.02	18
Cc1ccc(C)c(Cn2c(CN(C)Cc3ccccc3)nc3c2c(=O)n(C)c(=O)n3C)c1
→ 55	8	1	-1	-15	12	-20	-0.41	17
Cc1ccc(S(=O)(=O)N2CCN(C(=O)CSc3nnc(-c4ccco4)o3)CC2)cc1
→ 73	12	0.9	-1	3	-9	0	-1.4	-1
CC(NC(=O)c1csc2ccccc12)C1CCCO1 (configuration not stated)
→ 85	-1	0.9	-4	-10	-9	25	-0.54	-3
Cn1c(=O)cc(OCC(=O)NCCCN2CCN(Cc3ccccc3)CC2)c2ccccc21
→ 88	0	0.9	-4	4	-2	-7	0.00066	-2
COc1ccc(C)c2sc(=NC(=O)C(C)C)n(C)c12
→ 113	12	1	-1	-6	9	-15	1.1	-3
COc1ccc(-c2nc(CS(=O)CC(=O)NCc3cccnc3)c(C)o2)cc1OC (configuration not stated)
→ 105	6	0.9	-4	-5	-8	23	0.31	8
Cc1cccc(N2CCN(C(=O)CSCc3c(C)noc3C)CC2)c1C
→ 78	0	0.9	-7	-19	-18	-50	-1.5	37
COc1ccc(C2CC(=O)C3=C(C2)Nc2ncnn2C3c2ccccc2)cc1 (configuration not stated)
→ 79	-18	1	91*	-4	-9	-17	-0.1	-1
CCn1c(CNC(=O)c2ccc(OC)c(OC)c2)nnc1SCC(=O)Nc1ccccc1
→ 79	x	x	-1	-6	-8	-5	x	2
CCC1CCCCN1Cc1nc2c(c(=O)n(C)c(=O)n2C)n1CC(C)C (configuration not stated)
→ 66	-6	1	-3	-1	18	-3	-0.13	14
CCOc1ccc(C(=O)OCC(=O)Nc2nc(OC)cc(OC)n2)cc1OCC
→ 95	5	0.9	-3	4	-8	-8	0.4	12
CCOC(=O)C1CCN(C(=O)CN(c2ccc3c(c2)OCO3)S(C)(=O)=O)CC1
→ 91	-7	0.9	1	-6	-9	-3	0.11	1
CC1(C)Cc2ccccc2-c2nc(NCCO)n(-c3ccccc3)c(=O)c21
→ 95	12	0.9	-7	-7	-1	7	-0.07	12
CCCCn1c(Cc2ccccc2)n[nH]c1=S
→ 90	11	0.9	-1	-7	-13	7	-0.27	28
Cc1cc(C)cc(CC2CC(=O)N(c3cc(C)on3)C2=O)c1 (configuration not stated)
→ 117	x	1	-1	-30	-14	-9	x	1
O=C(NCc1ccc2c(c1)OCO2)c1ccc(-n2cnnn2)cc1
→ 88	12	0.9	1	-16	-16	-10	x	5
COc1ccc(C(CNC(=O)c2ccc(OCC3CCCO3)cc2)N2CCOCC2)cc1 (configuration not stated)
→ 95	8	1	-1	-7	-2	-5	1.2	5
CCOC(=O)c1cc2occc2n1CC(=O)N1CCCc2ccccc21
→ 130	19	0.9	-2	-9	-16	-13	4.2*	12
CCN(CC)CCNC(=O)c1sc2nc(-c3ccccc3)cn2c1C
→ 78	6	1.1	-2	-16	10	11	x	4
CCOC(=O)CCc1cccc2c1CCC2=O
→ 88	8	0.9	-3	-12	2	-6	-0.92	5
CCC(C)Sc1nc2c(c(=O)[nH]c(=O)n2C)n1C (configuration not stated)
→ 126	5	1	-6	12	34	-6	2.5	3
O=C(O)CCC(=O)c1c[nH]c2ccccc12
→ 151	-2	0.9	-22	-1	-13	12	-0.41	4
COc1ccccc1NC(=O)C1=C(C)NC2=C(C(=O)CCC2)C1c1ccc2c(c1)OCO2 (configuration not stated)
→ 83	12	0.9	0	-4	-4	4	0.56	-3
CCN(CC)S(=O)(=O)c1ccc2oc(C(=O)O)c(C)c2c1
→ 128	7	0.9	-4	-13	-4	-12	-0.49	6
Cc1ccc(-c2nn3c(-c4cccc(Cl)c4)nnc3s2)cc1
→ 89	x	0.9	-6	-3	8	20	x	-9
